PrPC surface inh – inhibitors of human cell surface prion protein PrPC | TR-FRET read-out | inhibition, % at 13.8 µM | actives 0.43% (n = 370,000); in the data active means inhibition above about 24%; further: 0% = median of the test wells and 100% = reference compound wells
Mtb BioA inh – inhibitors of Mycobacterium tuberculosis BioA enzyme. purified M. tuberculosis BioA enzyme, plate reader. inhibition, % at 9.99 µM. actives 0.096% (n = 360,000). AID 602481; in the data active means inhibition above about 40%; inconclusive means no clear call, values can overlap the other calls
GDH-TPI inh – counter-screen for M. tuberculosis FBA inhibitors: GDH-TPI coupled enzymes | GDH-TPI coupled enzyme counterscreen, NADH absorbance | inhibition, % at 4.8 µM | actives 1.2% (n = 360,000);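 further: 0% = DMSO wells and 100% = wells lacking the enzyme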
BoNT F protease – inhibitors of Botulinum neurotoxin F light chain protease; Multiplex microsphere protease cleavage assay, flow cytometry; inhibition, % at 10 µM; actives 0.22% (n = 360,000); in the data active means inhibition above about 35%, passing the limit was not always enough; inconclusive means no clear call, values can overlap the other calls; further: plate controls were buffer without enzyme for full effect and enzyme alone for no effect
Mtb FBA inh – Mtb fructose-bisphosphate aldolase inhibition; P9WQA3; purified M. tuberculosis FBA, fluorescence read-out; inhibition, % at 1 µM; actives 2.3% (n = 360,000); AID 588726; in the data active means inhibition above about 27%;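 further: 0% = vehicle and 100% = reference inhibitor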
Target sequence (P9WQA3 whole entry, looked up): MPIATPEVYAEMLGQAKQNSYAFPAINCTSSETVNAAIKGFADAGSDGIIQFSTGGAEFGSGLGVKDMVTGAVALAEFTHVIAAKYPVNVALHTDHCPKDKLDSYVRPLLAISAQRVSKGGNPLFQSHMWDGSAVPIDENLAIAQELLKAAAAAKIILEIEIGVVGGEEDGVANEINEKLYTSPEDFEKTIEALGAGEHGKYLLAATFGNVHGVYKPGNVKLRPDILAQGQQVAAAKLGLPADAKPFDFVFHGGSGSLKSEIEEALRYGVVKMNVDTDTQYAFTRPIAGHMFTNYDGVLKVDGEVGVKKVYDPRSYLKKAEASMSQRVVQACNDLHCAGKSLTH
CCHFV vOTU inh – blocks the CCHF virus ovarian tumor domain protease; CCHFV vOTU protease, Pep-AMC fluorescence; actives 0.55% (n = 370,000); inhibition, % at 11.5 µM; further: 0% = vehicle wells with enzyme and 100% = no enzyme wells
FadD28 FP inh – inhibitors of Mycobacterium tuberculosis FadD28 bisubstrate binding. inhibition, % at 12.5 µM. actives 0.22% (n = 360,000). FadD28 bisubstrate probe binding, fluorescence polarization; in the data active means inhibition above about 8.5%, passing the limit was not always enough; inconclusive means no clear call, values can overlap the other calls
Mtb UGM inh – Mtb UDP-galactopyranose mutase inhibition; inhibition, % at 10 µM; purified UGM, fluorescence polarization probe displacement; AID 504406; actives 0.06% (n = 320,000); P9WIQ1; in the data active means inhibition above about 10%, passing the limit was not always enough; inconclusive means no clear call, values can overlap the other calls
Target sequence (P9WIQ1 whole entry, looked up): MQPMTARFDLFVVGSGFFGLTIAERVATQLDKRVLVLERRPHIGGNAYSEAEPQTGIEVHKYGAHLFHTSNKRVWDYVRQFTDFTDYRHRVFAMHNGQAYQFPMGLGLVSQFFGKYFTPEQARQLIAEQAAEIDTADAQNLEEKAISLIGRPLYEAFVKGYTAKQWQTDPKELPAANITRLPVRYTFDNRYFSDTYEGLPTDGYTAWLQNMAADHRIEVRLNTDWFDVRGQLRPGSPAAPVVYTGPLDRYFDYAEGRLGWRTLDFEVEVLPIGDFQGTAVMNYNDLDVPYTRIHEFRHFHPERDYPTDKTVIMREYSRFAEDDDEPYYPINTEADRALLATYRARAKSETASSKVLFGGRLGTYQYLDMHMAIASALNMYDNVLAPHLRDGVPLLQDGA
BoNT A protease – BoNT A light chain protease inhibition; multiplex microsphere protease substrate cleavage, flow cytometry; inhibition, % at 10 µM; actives 0.17% (n = 360,000); in the data active means inhibition above about 30%; inconclusive means no clear call, values can overlap the other calls; further: plate controls were buffer without enzyme for full effect and enzyme alone for no effect
Numbers without * were called inactive; ? = inconclusive; · = no result given; & = joins results of further samples. Unless noted, no stated cut-off is given here; in the data, active means inhibition above about 30%; inactive means the rest. An unsorted share of the library; 4.8% or so of the library scored in one or more.

SMILES | PrPC surface inh | Mtb BioA inh | GDH-TPI inh | BoNT F protease | Mtb FBA inh | CCHFV vOTU inh | FadD28 FP inh | Mtb UGM inh | BoNT A protease
COc1ccc(-c2cn[nH]c2-c2ccc(OCC(=O)NN)cc2O)cc1OC | 6 | 22 | 3 | 4 | 1 | 6 | · | 2.7 | 0.1
CNc1snc(C)c1C(=O)OC(C)C(=O)Nc1cccc(C)c1 (configuration not stated) | 16 | 2.3 | -4 | -3 | 0 | 5 | -2.5 | -2.0 | 0.3
Cc1cc(C)nc(SCC(=O)Nc2ccc(N3CCOCC3)cc2)n1 | 3 | 0.5 | -1 | -10 | 1 | -1 | 0.5 | 1.2 | -0.3
CCNS(=O)(=O)c1ccc(NC(=O)Nc2ccc3c(c2)OCO3)cc1 | 16 | 0.2 | 1 | 1 | -1 | 4 | 2.2 | -0.5 | 2.1
CN(C)CCCNC(=O)N1c2ccccc2Sc2ccccc21 | -6 | 0.1 | -14 | 15 | 59* | -15 | -1.8 | -1.0 | -2.3
COc1ccccc1OCCn1nnc2ccccc21 | 1 | 0.1 | 10 | -8 | -1 | -4 | -2.4 | -3.6 | -5.1
Cc1cccnc1NC(=O)C1CCCN1S(=O)(=O)c1ccc(Cl)cc1 (configuration not stated) | -2 | -0.3 | 7 | -7 | 5 | 0 | -0.6 | 2.9 | -2.4
CCOC(=O)Cn1nc(C)c(NC(=O)c2ccc(Br)o2)c1C | 0 | -1.1 | -7 | -8 | -1 | 1 | -0.4 | -3.0 | -6.0
CCO[C@H]1OC(C(=O)NC2CC2)=C[C@@H](c2ccc(Br)cc2)[C@@H]1CCCO | 1 | 0.6&3.0 | 9 | -2 | 4 | 4 | -2.3 | -1.4 | 0.1
CCN(CC)S(=O)(=O)c1ccc(OC(C)C)nc1 | -5 | · | -8 | 1 | 0 | -11 | -1.9 | -0.1 | 0.2
COC(=O)c1cc2occc2n1CC(=O)N(C)C1CCCCC1 | -9 | · | 16 | 7 | -2 | -14 | 2.2 | -3.1 | -0.4
CC1(CCBr)C(=O)N(c2ccccc2)c2ccccc21 (configuration not stated) | 1 | -1.0 | 4 | -10 | 18 | -5 | -1.4 | -1.3 | 2.0
Cc1cccc(NC(=O)CSc2nc3ccccc3c(=O)n2CC2CCCO2)c1 (configuration not stated) | 9 | 1.8 | 3 | -7 | -3 | -2 | -3.5 | -3.0 | -3.1
CC(=O)N(C)c1ccc(NC(=O)/C=C/c2ccccc2Cl)cc1 | -3 | -1.1 | 16 | -6 | 5 | 9 | -2.8 | -5.2 | -0.3
Cc1ccc(C(=O)OCC(=O)Nc2ccccc2)cc1NC(=O)c1ccco1 | -3 | -0.5 | 3 | 0 | 3 | -3 | 1.5 | -0.1 | -1.3
CC(C)(C)N1C(=O)c2ccc(C(=O)Nc3ccc(-c4nc5ccccc5[nH]4)cc3)cc2C1=O | 5 | · | 11 | -39 | 4 | -8 | 0.0 | 0.5 | -2.8
COc1cc(C(=O)OCC(=O)N2c3ccccc3NC(=O)C2(C)C)ccc1OCC(C)C | 10 | · | 13 | -2 | 4 | 3 | -1.5 | -1.8 | -3.4
O=C1/C(=C/N(C(=O)c2ccco2)c2ccc(Cl)cc2)Sc2ccccc21 | · | · | 10 | -2 | -7 | · | 0.0 | 0.0 | 1.1
COc1cccc(CNC(=O)CCNC(=O)C2CCN(S(=O)(=O)c3ccccc3)CC2)c1 | 8 | -0.9 | -10 | 2 | 3 | 13 | -4.7 | -1.6 | 0.4
CNCCC=C1c2ccccc2C=Cc2ccccc21 | -1 | -0.6 | 0 | -14 | 0 | 6 | -4.5 | 1.4 | -0.7
CC(C)CN(C(=O)COC(=O)COc1ccc2c(c1)CCC2)c1c(N)n(Cc2ccccc2)c(=O)[nH]c1=O | 2 | · | -9 | -10 | 1 | 4 | -0.4 | -0.8 | -1.5
CC(C)(O)C#Cc1ccc(CN2CCC(CO)(CCc3ccccc3)CC2)cc1 | 2 | -0.9 | 11 | -11 | 2 | 7 | 0.2 | 0.5 | -1.7
Cc1[nH]c2ccccc2c1Cc1n[nH]c(=S)o1 | -3 | 0.3 | 0 | 2 | 1 | 6 | 0.7 | -1.3 | -0.4
OC(c1ccccc1)(c1nc(/C=C/c2ccc(C(F)(F)F)cc2)cs1)C(F)(F)F (configuration not stated) | -2 | -2.6 | 3 | 5 | 2 | -7 | 0.0 | · | 0.0
COC(=O)COc1ccc(S(=O)(=O)Nc2ccc3c(c2)OCO3)cc1Cl | -2 | · | 18 | -7 | 3 | 2 | 0.2 | 1.8 | -1.0
SMILES | PrPC surface inh | Mtb BioA inh | GDH-TPI inh | BoNT F protease | Mtb FBA inh | CCHFV vOTU inh | FadD28 FP inh | Mtb UGM inh | BoNT A protease
CN(C)c1cc(N)c2c(n1)CCC2 (tested in a mixture with another compound) | 0 | · | -8 | -5 | 20 | -4 | -1.3 | -0.3 | 0.5
COc1ccc(CCNC(=O)COC(=O)c2ccccn2)cc1 | 7 | -1.2 | 15 | 7 | -2 | -19 | 0.8 | -0.5 | 0.1
COc1ccc(-c2noc(CN(C(=O)c3ccoc3C)C(C)C)n2)cc1 | -6 | -0.4 | 1 | -13 | -1 | 17 | -0.2 | 0.1 | 0.2
Cc1ccc(NS(=O)(=O)c2cccc(C(=O)NCCCn3ccnc3)c2)cc1 | -3 | · | -5 | -8 | 3 | 2 | -2.6 | -2.2 | 3.2
O=C1C2CCCCC2C(=O)N1c1nccs1 (configuration not stated) | -3 | 5.5 | 1 | 5 | -1 | -11 | -1.9 | 1.8 | -0.5
O=S(=O)(c1ccc(N2CCCC2c2nc3ccccc3s2)nc1)N1CCOCC1 (configuration not stated) | 10 | · | -13 | -1 | -2 | -8 | -4.8 | 1.2 | -0.2
Cc1ncc([N+](=O)[O-])n1CC(=O)Nc1ccc(F)c(F)c1 | -3 | 0.2 | -3 | 1 | 2 | -8 | -4.4 | -3.7 | 3.0
CCOc1ccccc1Nc1nc(N)nc(CN2CCCCC2C)n1 (configuration not stated) | -5 | -0.7 | 2 | 0 | 0 | -6 | -1.4 | 0.0 | -0.1
CC(C)Sc1nnc(NC(=O)c2ccco2)s1 | 10 | -2.2 | 5 | -1 | -6 | 2 | -4.4 | -0.9 | 0.2
Cc1ccc2nc(C)c(CN3CCN(c4ccc([N+](=O)[O-])cc4Cl)CC3)n2c1 | 12 | -0.6 | 1 | 2 | -2 | -18 | -4.7 | 2.2 | -1.7
CCCCN(CCCC)Cc1ccc(C(=O)NN)o1 | -3 | -4.0 | 10 | -5 | 5 | 5 | -0.4 | 2.3 | -1.2
COc1ccc(CN2CCN(C(=O)c3cccnc3)CC2)cc1Br | 2 | 0.1 | 3 | -3 | 0 | -10 | -4.4 | 1.9 | 0.0
COc1ccc(C2=NOC(C(=O)O)C2)cc1 (configuration not stated) | 2 | -3.2 | 9 | 6 | 0 | -12 | 0.5 | 2.4 | 1.1
COc1ccc2cc(Br)ccc2c1CC(=O)NC(C)(C)C | 15 | 3.5 | 4 | -3 | 0 | 11 | -1.1 | -1.9 | -0.2
COc1ccc(/C=N\NC(=O)c2ccc(-c3ccccc3)cc2)c(OC)c1OC | -9 | -0.4 | 14 | 3 | 1 | -10 | 0.5 | -0.1 | -3.2
Cc1onc(-c2c(F)cccc2Cl)c1C(=O)OCC(=O)NC(c1ccccc1)c1ccccc1 | 7 | -0.7 | -4 | -21 | -3 | -4 | -1.2 | -1.0 | -1.5
Cc1ccc(-c2nc(CN3CCN(c4cnccn4)CC3)c(C)o2)o1 | -6 | · | 6 | -3 | 10 | 1 | 0.1 | -2.7 | -0.8
Cc1ccc(S(=O)(=O)NCCCCCC(=O)Nc2c(C)n(C)n(-c3ccccc3)c2=O)cc1 | 1 | -1.3 | -4 | -1 | 0 | 10 | -3.3 | 0.2 | -0.3
COc1ccc(C2(C(=O)NCCCN(C)C)CCOCC2)cc1 | -6 | -0.4 | -3 | ? | 2 | 1 | -1.2 | -1.6 | ?
O=C(NNC(=S)Nc1ccccc1C(F)(F)F)C1CC1 | 6 | 9.3 | 16 | 5 | -1 | -9 | -1.3 | 2.1 | -0.5
CCCCN(C)S(=O)(=O)c1ccc(C(=O)Nc2nnc(C3=COCCO3)o2)cc1 | 1 | · | 14 | 0 | 1 | 0 | 0.7 | 1.5 | 0.2
COc1ccc(/C=N/N(C(C)=O)c2nc(-c3ccc(C)cc3)cs2)cc1 | 5 | · | -5 | -6 | 0 | 4 | -4.7 | 0.2 | -0.3
COCCCNCC(O)COc1cccc2[nH]c(C)cc12 (configuration not stated) | 1 | · | -4 | 5 | 1 | 1 | -0.7 | 0.2 | -0.5
Cn1c(CNC(=O)c2cccs2)nnc1SCC(=O)Nc1ccccc1 | 4 | · | -3 | -5 | 0 | -24 | -2.9 | -0.3 | -1.0
CCCNC(=O)C1CCN(S(=O)(=O)c2ccc3c(c2)OCCO3)CC1 | -5 | -0.6 | 3 | 4 | -1 | 8 | -1.3 | 2.9 | 1.3

In the list so far, two have a tert-butyl group:
SMILES | PrPC surface inh | Mtb BioA inh | GDH-TPI inh | BoNT F protease | Mtb FBA inh | CCHFV vOTU inh | FadD28 FP inh | Mtb UGM inh | BoNT A protease
CC(C)(C)N1C(=O)c2ccc(C(=O)Nc3ccc(-c4nc5ccccc5[nH]4)cc3)cc2C1=O | 5 | · | 11 | -39 | 4 | -8 | 0.0 | 0.5 | -2.8
COc1ccc2cc(Br)ccc2c1CC(=O)NC(C)(C)C | 15 | 3.5 | 4 | -3 | 0 | 11 | -1.1 | -1.9 | -0.2

Compounds from the list above that contain two or more sulfur atoms (3):
SMILES | PrPC surface inh | Mtb BioA inh | GDH-TPI inh | BoNT F protease | Mtb FBA inh | CCHFV vOTU inh | FadD28 FP inh | Mtb UGM inh | BoNT A protease
O=S(=O)(c1ccc(N2CCCC2c2nc3ccccc3s2)nc1)N1CCOCC1 (configuration not stated) | 10 | · | -13 | -1 | -2 | -8 | -4.8 | 1.2 | -0.2
CC(C)Sc1nnc(NC(=O)c2ccco2)s1 | 10 | -2.2 | 5 | -1 | -6 | 2 | -4.4 | -0.9 | 0.2
Cn1c(CNC(=O)c2cccs2)nnc1SCC(=O)Nc1ccccc1 | 4 | · | -3 | -5 | 0 | -24 | -2.9 | -0.3 | -1.0

Continued.
SMILES | PrPC surface inh | Mtb BioA inh | GDH-TPI inh | BoNT F protease | Mtb FBA inh | CCHFV vOTU inh | FadD28 FP inh | Mtb UGM inh | BoNT A protease
CC1=Nc2cc(C(=O)N3CCC4(CC3)OCCO4)ccc2Sc2ccc(Cl)cc21 | -2 | 1.6 | 0 | 5 | -1 | -8 | -1.3 | 0.8 | 1.4
COc1ccc(CC(=O)n2[nH]c(=O)c3ccccc3c2=O)cc1OC | -4 | · | -7 | -10 | -7 | -11 | -2.1 | -2.2 | -0.1
CC(=O)Nc1ccc(C(=O)COC(=O)C2CC3CCCC(C2)C3=O)cc1 (configuration not stated) | -3 | 0.6 | 5 | 1 | -3 | -10 | -4.6 | -0.2 | 1.0
Cc1ccc2nc(-c3ccco3)c(CC3CCCCC3)n2c1 | · | -0.2 | · | -19 | 7 | · | -0.5 | · | 2.4
CN1CCN(C(=O)CCc2ccc(S(=O)(=O)NC3CCCCC3)cc2)CC1 | 2 | · | 3 | -4 | 1 | -1 | -1.7 | -1.0 | -0.2
COc1ccccc1NC(=O)c1cnc(SCC(=O)NCCc2ccccc2)n(C)c1=O | -3 | -1.4 | 2 | 7 | 2 | -4 | 0.1 | 0.9 | -2.2
COc1ccc(Cl)cc1C(=O)Nc1cccnc1Cl | 3 | -3.1 | 15 | ? | 5 | 17 | -0.4 | -0.5 | -3.4
COC(c1ccccc1)c1nc2ccccc2[nH]c1=O (configuration not stated) | -11 | -0.8 | -3 | 22 | 9 | 6 | -4.3 | 3.5 | 1.5
N#Cc1cccc(NC(=O)Cc2ccccc2)c1 | 10 | · | 4 | -3 | 1 | 13 | -2.1 | 0.8 | -0.2
CCS(=O)(=O)c1ccc(-c2cccc(NC(=O)c3ccco3)c2)nn1 | -4 | -0.5 | 3 | 4 | 1 | 7 | 0.5 | -0.5 | 3.2
CCc1ccc(NC(=O)NCc2cccnc2)cc1 | 1 | -0.1 | 7 | 14 | 1 | 0 | -0.9 | -2.0 | 4.6
Cc1noc2c1C(c1ccc(N(C)C)cc1)C1=C(CC(C)(C)CC1=O)N2 (configuration not stated) | -2 | 1.3 | -5 | -6 | 0 | 2 | -4.3 | 1.5 | 0.2

High-throughput results: PubChem, several laboratories
